NPYLR7 ag: mosquito NPYLR7 agonism; HEK293T NPYLR7/Galpha15, GCaMP6s calcium fluorescence; hit rate 0.15% among 270,000; AID 1259423; activation, % at 10 µM; in the data active = activation above about 40%;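 also: 0% = vehicle and 100% = reference agonist at the receptor; some compounds past the cut are filed as inactive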
hcGAS lum: human cGAS inhibition; inhibition, % at 12.5 µM; Q8N884; recombinant h-cGAS, ATP depletion, Kinase-Glo luminescence; hit rate 0.081% among 290,000;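 also: 0% = vehicle reaction and 100% = reaction without DNA for no activity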
Target sequence (Q8N884 whole entry, looked up): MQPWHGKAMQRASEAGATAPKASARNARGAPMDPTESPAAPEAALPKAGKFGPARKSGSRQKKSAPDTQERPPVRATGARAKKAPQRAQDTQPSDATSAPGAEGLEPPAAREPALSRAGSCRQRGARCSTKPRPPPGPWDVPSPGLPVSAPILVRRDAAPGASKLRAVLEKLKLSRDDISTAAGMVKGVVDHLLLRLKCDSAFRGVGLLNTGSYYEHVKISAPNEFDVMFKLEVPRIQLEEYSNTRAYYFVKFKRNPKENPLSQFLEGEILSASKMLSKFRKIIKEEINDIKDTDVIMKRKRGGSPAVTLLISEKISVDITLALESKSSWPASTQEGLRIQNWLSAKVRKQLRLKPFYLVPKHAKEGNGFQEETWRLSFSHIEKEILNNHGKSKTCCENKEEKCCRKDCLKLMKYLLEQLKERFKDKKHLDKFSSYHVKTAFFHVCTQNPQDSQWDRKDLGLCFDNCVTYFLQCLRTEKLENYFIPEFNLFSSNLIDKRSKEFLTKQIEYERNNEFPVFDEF
mcGAS lum: mouse cGAS inhibition by luminescence; Q8C6L5; recombinant cGAS, Kinase-Glo ATP depletion luminescence; inhibition, % at 12.5 µM; hit rate 0.15% among 160,000; AID 1259399;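 also: 0% = negative control wells and 100% = reference inhibitor with no enzyme activity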
* hit, by the source's call; / = not tested or not shown. Rule as the data show it, unless noted: active = inhibition above about 40%; inactive = the rest.

The opening 3 entries, to show the layout:
SMILES,hcGAS lum,NPYLR7 ag,mcGAS lum
CSc1ccc(NC(=O)C(NC(C)=O)C(C)C)cc1 (stereo not given),-2.3,8.3,-6.0
Cn1cnnc1SCc1csc(-c2ccc(C(F)(F)F)cc2)n1,-1.5,19.0,-4.6
Cc1ccc(NC(=O)CSc2nnc(N3CCCC3)n2C2CC2)cc1C,-4.0,4.9,-8.2

The listing, repeating the preview:
SMILES,hcGAS lum,NPYLR7 ag,mcGAS lum
CSc1ccc(NC(=O)C(NC(C)=O)C(C)C)cc1 (stereo not given),-2.3,8.3,-6.0
Cn1cnnc1SCc1csc(-c2ccc(C(F)(F)F)cc2)n1,-1.5,19.0,-4.6
Cc1ccc(NC(=O)CSc2nnc(N3CCCC3)n2C2CC2)cc1C,-4.0,4.9,-8.2
COc1cccc(CNC(=O)CCC2CCCN(C(=O)CCc3c(C)noc3C)C2)c1 (stereo not given),-4.0,4.1,/
O=C(c1ccccc1C1CCNC1)N1CCC(Nc2ccccn2)CC1 (stereo not given),-6.9,2.1,/
CCCC1C(=O)N(c2nc(C)cc(C)n2)N=C1C (stereo not given),-5.8,10.9,/
Fc1ccccc1Nc1nc2ccccc2n2cnnc12,-3.7,5.9,/
Cc1c(C(=O)NN=Cc2cc3c(cc2[N+](=O)[O-])OCO3)sc(N)c1C#N,2.9,-11.6,1.9
CN1CCN(N=Cc2cc(Br)c(O)c(Br)c2)CC1,-3.5,-2.2,/
Cc1nnc(Sc2nc3c(c(=O)n(C)c(=O)n3C)n2Cc2ccc(Cl)cc2)s1,4.0,/,-4.5
Cc1nc(SCC(=O)NN2C(=O)NC3(CCC(C)CC3)C2=O)n(CC(C)C)c1C (stereo not given),-5.0,11.8,-5.4
COc1ccc(S(=O)(=O)Oc2ccc(CN(Cc3ccco3)C(=O)NC(C)(C)C)cc2)cc1,-3.0,7.8,-3.5
Cc1nc2c(ccc3nc(NC(=O)c4ccc(N5CCCCC5)c([N+](=O)[O-])c4)sc32)s1,-2.4,-1.5,-4.4
Cc1ccc(NC2SC(=O)N(CC(C)C)C2=O)cc1 (stereo not given),-1.0,14.6,/
CCOC(=O)c1[nH]ncc1CN1CCN(Cc2ccc(OC)cc2F)C(CCO)C1 (stereo not given),-3.6,15.5,/
Cc1nc(C2(NC(=O)CSCc3ccc(Cl)s3)CCCCCC2)no1,-2.3,-0.9,/
C=CCOC1C[C@](OCc2ccccc2C#N)(C(=O)NCC2CC2)C[C@H]2OC(C)(C)O[C@@H]12 (stereo not given in full),-3.2,2.8,-8.0
CCN1CCCCC1C(=O)Nc1ccc(Br)cc1 (stereo not given),-2.3,2.5,/
Cc1ccnc2c(NCN3C(=O)C4C5C=CC(C5)C4C3=O)cccc12 (stereo not given),2.8,0.8,/
COC(=O)C1CCN(C(c2ccc(OC)cc2)C2Sc3nc(C)nn3C2=O)CC1 (stereo not given),-12.2,1.1,/
COCCn1c(=C(C#N)C(=O)C(C)(C)C)sc(=Cc2ccc(C)s2)c1=O,-0.6,-0.2,/
CCCOCCn1cc(C2CC=CCC2)nn1 (stereo not given),-8.7,4.3,/
CC(C)=CCN1CCN(Cc2cccc(-n3cccn3)c2)CC1CCO (stereo not given),-6.3,8.2,-10.5
CCCCN(C(=O)CCCn1ccnc1)C1CCS(=O)(=O)C1 (stereo not given),-3.9,3.7,/
C=c1ccccc1=C1NN=C(SCc2ccc(C#N)cc2)O1,-9.0,5.4,-6.1
CC(=CC(=O)C(F)(F)F)N1CCC(C(N)=O)CC1,-0.9,6.1,/
Cc1cc(C)nc(SCCCn2c(N(C)Cc3ccccc3)nc3c2c(=O)[nH]c(=O)n3C)n1,-5.1,10.4,/
Cc1nc(-c2ccc(Br)cc2Cl)nn1CN1CCOCC1C (stereo not given),-6.5,0.9,-17.0
Cc1csc(C(C)(C)NC(=O)Nc2cnn(-c3ccccc3)c2)n1,-6.8,17.0,/
CCc1nc([C@H]2CN(C)C[C@@H]2C(=O)N2CCc3ccccc3C2)c(C)[nH]1,-3.8,/,-14.1
Cn1ccnc1CN(Cc1ccsc1)CC1CCCO1 (stereo not given),-3.3,7.4,/
O=C1CC(c2ccccc2)Sc2nc(-c3ccc([N+](=O)[O-])cc3)nn21 (stereo not given),8.3,0.6,/
COc1ccc(CCN(C)C(=O)c2csc(CSc3nnc(Cc4ccccc4)n3-c3ccc(Cl)c(Cl)c3)n2)cc1OC,6.8,-3.1,0.1
O=C(O)c1nn(Cc2cc(=O)n3ccsc3n2)c(=O)c2ccccc12,-3.6,2.0,-4.4
CCCCC(Nc1cc(C(F)(F)F)nc2ncnn12)C1CCC1 (stereo not given),8.3,2.7,/
Cc1cc(C)c2c(c1C(=O)N1CCC3(CC1)C(=O)NCN3c1ccccc1)CC(C)(C)C2=O,-4.2,-9.2,-1.7
N#Cc1c(Cl)nc(N)n1-c1ccccc1,-4.7,4.5,/
N#Cc1ncn(Cn2nnc3ccccc3c2=O)n1,-7.1,7.6,/
O=C(Nc1ccc(N2CCN(C(=O)c3cc(F)ccc3Cl)CC2)nc1)c1ccco1,-4.1,4.3,-6.0
Cc1noc(C)c1C1CCCN1C(=O)c1cc(-c2cccn2C)n[nH]1 (stereo not given),-2.6,-0.8,/
CSc1nc(NCC(C)C)c2cnn(CCNC(=O)Cc3cccc(C)c3)c2n1,-4.7,/,-7.0
N#Cc1c(N(CCO)CCO)nc(N)c2c(N)nc3c(c12)CC(=O)N3Cc1cccs1,-6.5,8.7,/
CCc1cccc(N2C(=O)CSC2c2cccc(NC(=O)Cc3ccc(OC)cc3)c2)c1 (stereo not given),-4.5,5.0,-7.2
CCC[C@H]1CN(c2ccnc(C)n2)C[C@@H]1NS(=O)(=O)N1CCCC1,-10.6,/,-6.5
O=C(Cc1ccc(N2CCCC2=O)cc1)NCc1ccc(F)cc1,-9.9,1.8,/
CC(C)CN(CC(=O)N1CCc2sccc2C1c1ccc(Cl)cc1Cl)C(=O)/C=C/c1ccccc1 (stereo not given),1.7,10.1,-2.6
Cc1ccc(N=Cc2nc(-c3ccc(Br)cc3)oc2O)c(Br)c1,-4.0,-2.1,/
Cc1cc2ncc(C(=O)N3CCCC(Nc4ccccc4)C3)c(=O)n2[nH]1 (stereo not given),-5.1,11.0,/
CCN(C(=O)c1cc(S(=O)(=O)NC(C)(C)C)ccc1C)c1ccccc1C,-3.0,-1.7,-14.1
CCOC(=O)N1CCN(C(=O)c2cc(COc3cccc4cccnc34)on2)CC1,-7.5,-5.2,-3.5
CC12C=CC(C)(O1)C1C(=O)N(c3cc(C(F)(F)F)ccc3Cl)C(=O)C12 (stereo not given),-2.0,23.7,-2.2
CC(=O)Nc1nc(-c2cc3cc(Br)ccc3oc2=O)cs1,-2.0,-1.2,-6.0
CCCn1c(N)c(N(CCOC)C(=O)CCCCl)c(=O)[nH]c1=O,-3.1,-1.5,-4.2
C[C@H](Nc1nccnc1-c1ccccc1Oc1ccccc1)c1ccccc1,-7.0,-3.5,-2.9
Cc1cccc(-n2[nH]c(-c3ccccc3F)c(-c3ccc(NC(=O)c4cccc(C(F)(F)F)c4)cc3)c2=O)c1,-4.4,31.3,-8.1
Cc1cccc2[nH]c(C3CCN(C(=O)C4CCCN(CC(N)=O)C4)CC3)nc12 (stereo not given),2.2,13.7,/

Some of these compounds in order of length of the SMILES, rising:
SMILES,hcGAS lum,NPYLR7 ag,mcGAS lum
CCCn1c(N)c(N(CCOC)C(=O)CCCCl)c(=O)[nH]c1=O,-3.1,-1.5,-4.2
CCOC(=O)N1CCN(C(=O)c2cc(COc3cccc4cccnc34)on2)CC1,-7.5,-5.2,-3.5
Cc1cccc2[nH]c(C3CCN(C(=O)C4CCCN(CC(N)=O)C4)CC3)nc12 (stereo not given),2.2,13.7,/

Single records, from the list above.
Entry for CC(=O)Nc1nc(-c2cc3cc(Br)ccc3oc2=O)cs1 : hcGAS lum: -2.0; NPYLR7 ag: -1.2; mcGAS lum: -6.0
Entry for Cc1nc(-c2ccc(Br)cc2Cl)nn1CN1CCOCC1C (stereo not given) : hcGAS lum: -6.5; NPYLR7 ag: 0.9; mcGAS lum: -17.0
Entry for Cc1nc2c(ccc3nc(NC(=O)c4ccc(N5CCCCC5)c([N+](=O)[O-])c4)sc32)s1 : hcGAS lum: -2.4; NPYLR7 ag: -1.5; mcGAS lum: -4.4

Remaining list, next part.
SMILES,hcGAS lum,NPYLR7 ag,mcGAS lum
C=CCN1CC(O)CN(C(=O)c2ccc(Cl)cc2)CC1=O (stereo not given),5.5,0.4,-3.7
C/C=C/COc1nc2c(c(=O)n(C)c(=O)n2C)n1C,-7.1,3.0,/
CCN(C)c1cc(Oc2ccc(F)cc2C)ncn1,-3.2,-9.1,-3.9
CC(c1ccccc1)N1C(=O)NC(NC(=O)C2CC2)(C(F)(F)F)C1=O (stereo not given),-10.0,14.4,/
O=C1c2cccc3c([N+](=O)[O-])ccc(c23)C(=O)N1c1ccc(Sc2ccc([N+](=O)[O-])cc2)cc1,1.2,0.5,-2.1
Nc1nc(NCCCN2CCOCC2)nc(NC2CCCCC2)c1[N+](=O)[O-],-4.4,3.1,-8.9
Cc1ccn2c(=O)cc(CN3CCOC(CCCC(C)C)C3)nc2c1 (stereo not given),-4.1,10.5,/
CC(C)Cc1c(-c2cccc3ncccc23)noc1N,-7.7,-0.6,/
CC(=O)N1CCN(CC(=O)N2N=C(c3ccc(F)cc3)CC2c2ccc3c(c2)OCO3)CC1 (stereo not given),0.5,-1.5,-3.7
Cc1ccc(SC(C)C(=O)NCc2cnn3ccccc23)cc1 (stereo not given),2.5,-4.8,2.1
CC(C)NC(=O)CNC(=O)c1cc(-c2ccccc2)nc2ccccc12,-3.4,17.5,/
O=C(O)CCC(=O)c1ccc(-c2cnc3ccccc3c2)cc1,-7.2,6.4,-15.9
O=C(N=Nc1c(O)[nH]c2ccc(Cl)cc12)c1ccc(NC(=O)c2ccccc2)cc1,0.6,1.3,-6.7
CC(C)(C)c1cc(NC(=O)c2sc3ccccc3c2Cl)n(-c2ccccc2Cl)n1,-2.5,-17.6,2.2
COc1cccc(Nc2nccc3c2cc(-c2ccc(N(C)C)cc2)n3C)c1,-3.7,-2.5,-6.1
Cc1ccc2c(c1)CCN1C(=O)CN(C(=S)Nc3ccc(Br)cc3)CC21 (stereo not given),-9.0,-0.6,-7.3
Cc1cccc(-n2nnc3c(=O)n(CC(=O)Nc4ccc(C(N)=O)cc4)cnc32)c1,-9.1,-0.7,-8.6
CCCOC(=O)C1=C(C)N(C)C(=O)NC1c1cc2c(cc1Br)OCO2 (stereo not given),-3.2,4.3,/
O=C(CCc1csc(NC(=O)c2ccc[nH]c2=O)n1)NCCC1=CCCCC1,-4.1,-11.7,-0.9
COCCCN(Cc1c(-c2ccc(F)cc2)noc1N1CCOCC1)CC(O)Cc1ccccc1 (stereo not given),-3.7,-1.8,-1.0
CC(C)CCSc1nc2c(c(=O)[nH]c(=O)n2C)n1Cc1ccccc1,-1.8,-0.8,/
Cn1c(=NC(=O)C2=COCCO2)sc2cccc(F)c21,0.7,-0.1,-3.0
COc1ccc(C(=O)NC(C(=O)NN2CCCCC2=O)C(C)C)cc1 (stereo not given),-5.9,3.3,/
Cc1ccc(NC(=O)c2ccc(CSc3nc(Cl)cc(N4CCC5(CC4)OCCO5)n3)cc2)cc1,-9.3,15.1,-7.1
NC(=O)CSc1nnc2scc(-c3ccccc3)n12,-3.9,8.6,-8.6
Cc1nsc(NC(=O)NC2CCCOC2)n1 (stereo not given),-6.0,-1.5,-11.6
Cc1cccc(CN2N=C(c3ccccc3)Cn3c2nc2c3c(=O)n(C)c(=O)n2C)c1,-6.6,5.7,-7.8
COCC1CCCCN1Cc1cnc(S(=O)(=O)Cc2ccccc2)n1CC(C)C (stereo not given),-7.6,14.8,/

From PubChem BioAssay
